Bioassay records (PubChem BioAssay)
PGC1a acetyl inh: PGC1a acetylation modulation, inhibitor mode. AID 651687. 350,000 tested, 0.17% active. inhibition, % at 15.6 µM. U2OS PGC1a acetylation, AlphaScreen anti-acetyl-lysine; with virally co-expressed GCN5 acetyltransferase;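 active means every replicate shows inhibition of at least 40%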;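 further: 0% = neutral control wells and 100% = positive control wells; some results beyond the cut were filed as inactive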
PglD DTNB: PglD (C. jejuni) enzyme inhibition. purified PglD enzyme, DTNB colorimetric CoA detection. inhibition, % at 12.5 µM. 360,000 tested, 0.098% active. AID 602405; in the data active means inhibition above about 16%, passing the limit was not always enough; further: strong numbers were not always called active
F508del corr: CFTR F508del correction in bronchial cells | 350,000 tested, 0.36% active | activity (quench increase), % at 7.58 µM | CFBE cells, YFP halide quenching; stimulated with forskolin plus potentiator P3; % fluorescence drop versus neutral controls;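 active means mean added fluorescence quench of at least 8% versus neutral control, with both replicates also reaching 8%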;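 further: cells transiently co-express mutant CFTR-F508del with the halide-sensitive YFP; corrector assay measuring rescue of mutant channel to the surface after 24 h compound exposure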
Statin myotox sup: suppressors of simvastatin-induced myotoxicity in C2C12 myotubes; rescue of ATP level, % at 7.49 µM; 330,000 tested, 0.78% active; AID 602340; ATP luminescence, 48 h; scaled: DMSO 0, geranylgeraniol control 100;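 active means mean ATP rescue above about 67%, or every replicate alone reaching that limit, limit read from the data, passing the limit was not always enough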;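 further: myotubes were challenged with 10 µM simvastatin during compound exposure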
Cneo AK release: Cryptococcus neoformans lysis via adenylate kinase release; 360,000 tested, 0.2% active; lysis activity, % at 15 µM; AID 651654; C. neoformans lysis, adenylate kinase release luminescence, 4 h; normalised: neutral wells 0, clomiphene wells 100;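 active means mean lysis activity across replicates of at least 80%, whatever share of replicates individually reach that level; inactive means mean lysis activity below 80%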
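Test system: log-phase Cryptococcus neoformans yeast cells; Quantity: yeast cell density of 5 × 10^6 cells/mL; Buffer or medium: YPD; Doses: single compound concentration per well; Timing: 4 h at 37 °C static, read 1 h later; Measured by: AK luminescence; Read-out basis: lysis from increased AK signal; Control set: Clomiphene as positive control.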
FN deposit inh: fibronectin deposition inhibition. AH1F fibroblasts, Alexa488-fibronectin deposition fluorescence, overnight. inhibition, % at 12.6 µM. 350,000 tested, 0.086% active;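 active means mean inhibition across replicates of 30% or more, regardless of how many single replicates reach that level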;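 further: positive control wells lacked labelled fibronectin entirely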
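Test system: AH1F fibroblast monolayer depositing Alexa488-labelled fibronectin into matrix. Input: 10000 cells per well. Technique: fluorescence, ex 485 nm, em 525 nm. Buffer or medium: DMEM plus 2% serum, read in PBS. Timing: 1 h cell adhesion before compound, then overnight fibronectin incubation. Compound: single dose, pinned. Read-out basis: inhibition from reduced deposited-fibronectin fluorescence.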
INS-1E GSIS act: primary screen for activators of insulin secretion dependent on glucose, INS-1E cells, GLuc reporter luminescence | 370,000 tested, 0.61% active | activation, % at 16.6 µM | INS-1E GLuc reporter insulin secretion, 2-3 h | AID 743287;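 active means lowest replicate activation of at least 40%, so every replicate reaches that level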;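 further: 0% = median of neutral control wells and 100% = median of IBMX positive control wells; some compounds called inactive have numbers as strong as hits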
miR-122 sensor: miR-122 inhibition in Huh7 cells; Huh7 miR-122 Renilla luciferase sensor, 48 h; neutral wells = 0, positive control = 100; activation (reporter increase), % at 12.5 µM; 340,000 tested, 0.3% active;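 active means mean replicate activation score at least 90 and every replicate individually at or above 90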;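 further: higher luciferase means less miR-122 activity so hits act as miR-122 inhibitors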
Numbers without * were called inactive; · = no result given; & = joins results of further samples; [ ] = another dose, or the depositor's remark.

The line under a structure holds: PGC1a acetyl inh	PglD DTNB	F508del corr	Statin myotox sup	Cneo AK release	FN deposit inh	INS-1E GSIS act	miR-122 sensor
O=C(N/N=C/c1cccnc1)c1cc(C2CC2)nc2ccccc12
    -5	1	·	-1	2	·	·	-5
N#Cc1c(N)nc2c(c1-c1cccnc1)CCCCC2
    23	3	·	-11	0	-5	19	4
Cc1cccc(-c2ccc3c(c2)C2CC3CCN2)c1 (stereo not drawn)
    -4	-3	-1.2	-17	1	-6	-1	-4
CCN(c1ccccc1)S(=O)(=O)c1ccc(C(=O)Nc2cccc(NC(C)=O)c2)cc1
    -5	2	-2.4	8	-1	2	-6	-2
CC(C)n1nnnc1SCC(=O)Nc1ccccc1N1CCOCC1
    8	-3	·	·	-5	·	16	-1
CCCC(=O)Nc1ccc(S(=O)(=O)Nc2cc(C)nc(C)n2)cc1
    8	-8	·	4	-3	·	2	6
COc1ccc(NC(=O)Nc2ccc3c(c2)C(=O)N([C@@H](C)CO)C[C@@H](C)[C@H](CN(C)C(=O)Nc2cccc4ccccc24)OCCCC[C@H](C)O3)cc1
    -7	1	-0.4	-5	2	3	-27	0[16.7 µM]
COc1ccc(/C(C)=N\Nc2nc(-c3ccccc3)cc(=O)[nH]2)cc1
    1	-3	-2.1	·	0	22	10	-2
COc1ccc(NC(=O)N(C)C[C@H]2Oc3c(NC(=O)Cc4ccccc4)cccc3C(=O)N([C@H](C)CO)C[C@@H]2C)cc1
    2	3	-1.8	8	0	-29	-1	0
CC(C)[C@H](NC(=O)c1ccccc1Cl)C(=O)OCc1cc(=O)n2cc(Br)ccc2n1
    -3	·	-1.0	·	·	1	-5	·
CCOc1ccc(CCN2C(=S)N([C@@H](CC(C)C)CN3CCC[C@@H]3CN3C(=S)NC[C@@H]3CC(C)C)C[C@@H]2CC(C)C)cc1
    -15	-6	0.3	-1	5	7	-13	0
CCn1cc(CN2CCCC(CO)(Cc3ccc(F)cc3)C2)c2ccccc21 (stereo not drawn)
    7	-3	-0.3	6	3	7	-26	-3
CCN(CC)c1ccc(/C=N/n2c(C)cc(C)cc2=O)cc1
    -9	-3	·	8	-2	-3	·	-2
CS(=O)(=O)N1CC(=O)N2[C@H](C1)[C@H](c1ccc(C#Cc3ccc(F)cc3)cc1)[C@@H]2CO
    5	·	10*	·	·	-1	-6	·
CC1(C(=O)NS(=O)(=O)c2ccc3c(c2)CCO3)CCN1C(=O)C1(c2ccc(Cl)cc2)CC1 (stereo not drawn)
    9	2	0.6	6	1	-4	-3	17
CC1(C)CC(=O)C(=Cc2cn(-c3ccccc3)nc2-c2ccccc2)C(=O)C1
    7	2	3.1	-10	1	7	17	1
CCNC(=O)C[C@H]1CC[C@@H]2[C@H](COc3ccc(NC(=O)C4CCCCC4)cc3C(=O)N2C)O1
    6	-1	3.3	-7	0	3	-1	-8[16.7 µM]
O=C(Nc1ccccn1)c1ccc(S(=O)(=O)c2ccc(Cl)cc2)cc1
    -9	·	-3.9	·	·	-8	-9	·
CCOC(=O)c1cnn(-c2ccccc2)c1NC(=O)CSc1nnc(-c2cccs2)n1CC
    -4	-2	·	5	0	·	·	-3
Cc1ccc2[nH]c(O)c(N=NC(=O)CCc3ccccc3)c2c1Br
    ·	1	1.2	-3	3	-4	0	3
Cc1ccc(C)c(N(C(=O)c2snc(C(N)=O)c2N)C(C(=O)NCC2CCCO2)c2cccs2)c1 (stereo not drawn)
    -5	1	0.1	13	0	-1	-12	1
COCCNC(=O)c1ccc(NC(C)=O)cc1
    6	-3	·	·	0	-5	·	-7
Cc1noc(C)c1S(=O)(=O)N(C)C[C@H]1Oc2ccc(NS(=O)(=O)c3ccc(Cl)cc3)cc2CC(=O)N([C@@H](C)CO)C[C@H]1C
    0	3	1.7	-9	-3	·	-5	-2[16.7 µM]
C[C@H]1CCCCO[C@H](CN(C)C(=O)Nc2ccccc2)[C@@H](C)CN([C@@H](C)CO)C(=O)c2cc(NC(=O)Nc3ccc(F)cc3)ccc2O1
    8	0	-1.4	·	-2	·	-17	-3[16.7 µM]
c1cc(CNc2ccc3c(c2)OCCO3)ccn1
    2	-3	·	5	-4	·	-3	-1
S=c1[nH]nc(-c2ccncc2)n1/N=C/C=C/c1ccccc1
    17	·	-0.1	·	·	3	3	·
COc1cccc2cc(C(=O)NCCN3CCOCC3)oc12
    ·	0	-0.3	9	-2	·	-3	-1
CC(C)(C)c1ccc(CC(=O)N2CCC2(C)C(=O)NCc2cccs2)cc1 (stereo not drawn)
    -18	-1	-0.6	7	0	2	-31	8
Fc1ccc(C(c2nnnn2Cc2cccs2)N2CCN(C3CCCC3)CC2)cc1 (stereo not drawn)
    ·	2	·	-11	8	-4	·	6
CC(=O)C1=C(C)N2CCN=C2S1
    2	·	·	-3	·	-2	3	·

More compounds follow:
The line under a structure holds: PGC1a acetyl inh	PglD DTNB	F508del corr	Statin myotox sup	Cneo AK release	FN deposit inh	INS-1E GSIS act	miR-122 sensor
Cc1cccc(NCc2ccc(O)c3ncccc23)c1
    28	4	-3.7	-22	2	-3	-3	-29
COc1ccc(N(C(=O)CNC(=O)c2cccs2)C(C(=O)NCC2CCCO2)c2ccccc2)c(OC)c1 (stereo not drawn)
    4	-1	1.9	14	2	-18	-3	-5
CNC[C@@H]1OCCCC[C@@H](C)Oc2ccc(NC(=O)Nc3ccc(OC)cc3)cc2C(=O)N([C@H](C)CO)C[C@H]1C
    2	·	2.6	36	·	12	-3	1[16.7 µM]
CC1CCN(S(=O)(=O)c2ccc(C(=O)Nc3sccc3C(N)=O)cc2)CC1
    -15	-3	2.5	51	3	2	-10	13
O=C(NCC1COc2ccccc2O1)C1CCC(CNc2c(N3CCCCC3)c(=O)c2=O)CC1 (stereo not drawn)
    -3	-5	-1.6	-6	1	-3	-10	-10
O=C(C[C@H]1CC[C@@H]2[C@H](COC[C@H](O)CN2Cc2cc(F)ccc2F)O1)N[C@H]1CCN(Cc2ccccc2)C1
    -5	-4	-0.8	3	1	-7	3	-13[16.7 µM]
COc1ccc(C2CC(c3ccccc3C)n3nc(N)nc3N2)cc1 (stereo not drawn)
    -2	3	6.7	1	1	1	-7	7
CCOC(=O)C1CCCN(S(=O)(=O)c2c(C)noc2C)C1 (stereo not drawn)
    ·	-1	1.0	-2	-1	·	-2	-2
C[C@H]1CN([C@@H](C)CO)C(=O)c2cc(NC(=O)c3ccncc3)ccc2O[C@@H]1CN(C)S(=O)(=O)c1cn(C)cn1
    3	1	-0.9	-12	-1	·	10	-1[16.7 µM]
O=C(CNc1ccc(Br)cc1)Nc1ccc(S(=O)(=O)N2CCCC2)cc1
    2	2	-1.0	17	7	·	·	-4
Nc1nc(SCC(=O)Nc2ccc(C(F)(F)F)cc2)[nH]c(=O)c1NC(=O)c1ccc(F)c(F)c1
    ·	1	0.6	4	-1	2	-8	7
COc1ccc(-c2nc3c4ccccc4ccn3c2CC2CCCCC2)cc1OC
    0	2	2.5	1	0	-4	-32	1
Nc1nc2c(ncn2[C@@H]2O[C@H](CNC(=O)[C@H](N)Cc3ccccc3)[C@@H](O)[C@H]2O)c(=O)[nH]1
    -16	-5	-3.4	-1	-1	-4	9	-6
CCCCCc1c(C)c(C#N)c2nc3ccccc3n2c1-n1ccnc1C
    4	3	·	-10	-2	6	·	1
CN(C)c1ccc(N=Nc2cccc(F)c2)cc1
    ·	-3	0.0	20	-4	3	5	-4
CC(C)(C)S(=O)(=O)c1nc2ccccc2s1
    ·	0	·	·	1	1	1	-20
C=CCn1c(SCC(=O)Nc2ccc(NC(C)=O)cc2)nc2sc(C)c(C)c2c1=O
    12	-6	3.2	10	-1	-2	-14	-11
O=C1CCC(=O)N1CNc1cccnc1
    0	3	·	·	0	-9	·	2
COc1cccc(-c2ccc([C@H]3[C@@H](CO)N4CCCCN(S(=O)(=O)c5cccs5)C[C@H]34)cc2)c1
    -12	1	4.2	-10	0	·	-11	25[16.7 µM]
CCN(CC)S(=O)(=O)c1ccc(C)c(NC(=O)CSc2nnnn2C)c1
    ·	-2	2.6	-1	0	-1	29	·
CCCNC(=O)[C@H]1[C@H](CO)[C@H]2Cn3c(cccc3=O)[C@@H]1N2Cc1ccccc1
    ·	-1	·	-9	2	·	6	·
CO[C@H]1CC[C@@H]2CCN(C)C(=O)[C@@H](C)N(C)C(=O)c3cc(C#N)ccc3OC[C@@H]1O2
    ·	-1	·	-12	-1	-3	-15	·
Cc1ccccc1N1C(=O)c2ccccc2C1Nc1cccnc1 (stereo not drawn)
    9	-2	2.8	-6	2	4	·	1
COc1ccccc1CC(=O)N1CCCc2ccccc21
    ·	-1	·	1	2	·	28	·
COc1ccccc1CNC(=O)CN(c1ccc(C)cc1)S(=O)(=O)c1c(C)n[nH]c1C
    -5	4	·	·	0	7	-17	1
C[C@@H]1CN([C@H](C)CO)C(=O)Cc2cc(NS(=O)(=O)c3cn(C)cn3)ccc2O[C@H]1CN(C)Cc1ccc(C(=O)Nc2ccccc2N)cc1
    2	·	2.6	·	·	1	-2	·
Cc1cc2c(cc1C)NC(=O)C(C)CN2 (stereo not drawn)
    1	-1	1.2	2	-4	3	4	·
Cc1ccc(NS(=O)(=O)c2ccc(C(=O)NNC(=O)c3ccccc3O)cc2)cc1
    ·	·	1.3	-8	·	4	-19	·
COc1ccc(S(=O)(=O)NCc2ccccc2)cc1Br
    6	-4	0.8	-1	1	-8	11	192*
COc1cccc(OC)c1C(=O)NNC(=O)c1ccccc1-n1cccc1
    10	·	-2.9	·	·	-1	-1	2

The listing continues.
The line under a structure holds: PGC1a acetyl inh	PglD DTNB	F508del corr	Statin myotox sup	Cneo AK release	FN deposit inh	INS-1E GSIS act	miR-122 sensor
COc1ccc(C(=O)Nc2ccc3nc(N4CCOCC4)sc3c2)cc1OC
    -5	-5	1.9	2	1	-7	6	-1
C[C@H](CO)N1C[C@H](C)[C@@H](CN(C)C(=O)Nc2ccc3c(c2)OCO3)Oc2c(NC(=O)Nc3ccc(C(F)(F)F)cc3)cccc2C1=O
    6	1	3.2&3.9	-1	-1	3	·	-3
CC1(C)CC(=O)C2=C(C1)OC(N)=C(C#N)C21C(=O)N(Cc2ccccc2Cl)c2ccccc21 (stereo not drawn)
    -7	-3	·	-5	2	·	-24	0
CCOC(=O)Cn1c(=O)c(-c2cc(Br)ccc2N)nc2ccccc21
    4	-3	3.8	·	16	-1	18	6
C[C@H]1CN([C@@H](C)CO)C(=O)c2cc(C#CC3(O)CCCC3)cnc2O[C@@H]1CN(C)C(=O)CN(C)C
    8	-3	0.5	·	-9	-12	0	-6[16.7 µM]
Fc1cnc(N2CCc3ccccc32)nc1N1CCc2ccccc21
    0	-6	·	-21	7	-1	·	3
COc1cc(/C=C/C(=O)O)cc(S(=O)(=O)N(C)CCO)c1OC
    1	0	·	9	-1	·	-15	-5

An excerpt from above in order of length of the SMILES, highest first.
The line under a structure holds: PGC1a acetyl inh	PglD DTNB	F508del corr	Statin myotox sup	Cneo AK release	FN deposit inh	INS-1E GSIS act	miR-122 sensor
C[C@H](CO)N1C[C@H](C)[C@@H](CN(C)C(=O)Nc2ccc3c(c2)OCO3)Oc2c(NC(=O)Nc3ccc(C(F)(F)F)cc3)cccc2C1=O
    6	1	3.2&3.9	-1	-1	3	·	-3
CC1(C)CC(=O)C2=C(C1)OC(N)=C(C#N)C21C(=O)N(Cc2ccccc2Cl)c2ccccc21 (stereo not drawn)
    -7	-3	·	-5	2	·	-24	0
COc1cc(/C=C/C(=O)O)cc(S(=O)(=O)N(C)CCO)c1OC
    1	0	·	9	-1	·	-15	-5

Hits appear at their usual frequency; overall some 2.1% were active at least once.
